# Compound activity as filed in PubChem BioAssay.
# CHO parental Ca: ATP-evoked calcium signal inhibitors, parental CHO, primary screen, counter-screen for OX1R antagonist project, cell-based, fluorescence, Fluo-8 calcium dye | parental CHO-K1, ATP-induced calcium, Fluo-8 fluorescence | inhibition, % at 5.6 µM | 330,000 compounds, 0.63% hits | AID 463079, 2010;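 active means inhibition above that plate's mean sample inhibition plus 3 SD, cut at about 26% in these data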;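 further: 0% = ATP-challenged DMSO wells and 100% = DMSO wells without ATP; some compounds past the cut are filed as inactive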
#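 Test system: parental CHO cells; detection: calcium-sensitive Fluo-8 fluorescence; evaluation: percent inhibition of calcium signal; also added: ATP as calcium-mobilizing challenge; repeats: one well per compound; control set: ATP-challenged DMSO wells low, unchallenged DMSO wells high; compound: single nominal dose of 5.6 µM per compound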
# TAAR1 antag: human TAAR1 antagonists, primary screen, Fluo-8 calcium fluorescence, CHO RD-HGA16 cells | 360,000 compounds, 1.5% hits | inhibition, % at 3 µM | AID 624466, 2012 | antagonist | Trace amine-associated receptor 1 (Homo sapiens), Q96RJ0;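 active means inhibition above a per-plate cutoff, the mean inhibition of test compounds on that plate plus 3 SD, cut at about 49% in these data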;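 further: 0% = DMSO plus EC80 beta-PEA response and 100% = DMSO alone without agonist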
# Target sequence (Q96RJ0 whole entry, looked up): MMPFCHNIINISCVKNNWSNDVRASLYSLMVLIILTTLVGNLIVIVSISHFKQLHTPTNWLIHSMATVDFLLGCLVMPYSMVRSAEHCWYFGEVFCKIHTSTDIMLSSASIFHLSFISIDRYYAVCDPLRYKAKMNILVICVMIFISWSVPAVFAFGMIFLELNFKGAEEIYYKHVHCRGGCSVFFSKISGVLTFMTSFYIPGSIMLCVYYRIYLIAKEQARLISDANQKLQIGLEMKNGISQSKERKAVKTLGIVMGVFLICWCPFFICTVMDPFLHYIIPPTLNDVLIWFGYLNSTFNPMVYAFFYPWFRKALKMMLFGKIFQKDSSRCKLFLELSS
#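 Test system – hTAAR1-expressing CHO RD-HGA16 cells, Gα16-coupled · Also added – β-PEA at EC80 concentration, post-compound challenge · Compound – 3 µM, single point · Incubation – dye loading 75 min at 37 °C, then 30 min room temperature · Measured by – Fluo-8 intracellular calcium dye fluorescence, real-time kinetic reads · Benchmarks – vehicle and agonist controls · Replicates – singlicate, one well per test compound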
# CHO-K1 Ca PAM: nonselective calcium activators in parental CHO-K1 cells, primary screen, counter-screen for M1 PAM project, cell-based, Fluo-8 calcium fluorescence, full deck, 1536-well | AID 602247, 2012 | activation, % at 3 µM | ATP EC20; 0% at ATP EC20, 100% at ATP max | 360,000 compounds, 0.02% hits;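 active means activation above the run cutoff, the mean activation of all test compounds plus 3 SD, cut at about 40% in these data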;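 further: peak over basal fluorescence ratio in a 140 s read after ATP addition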
# M1 antag: human M1 muscarinic receptor antagonists, primary screen, CHO-K1 cells, Fluo-8 calcium fluorescence, 1536-well; Muscarinic acetylcholine receptor M1 (Homo sapiens), P11229; CHO-K1 hM1, ACh EC80 antagonist; inhibition, % at 3 µM; 360,000 compounds, 1.3% hits;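 active means percent inhibition above its own plate's cutoff, namely the mean of that plate's compound wells plus 3 SD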;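 further: peak over basal fluorescence ratio during 140 s after agonist addition; 0% = ACh EC80 plus DMSO and 100% = DMSO alone without agonist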
# Target sequence (P11229 whole entry, looked up): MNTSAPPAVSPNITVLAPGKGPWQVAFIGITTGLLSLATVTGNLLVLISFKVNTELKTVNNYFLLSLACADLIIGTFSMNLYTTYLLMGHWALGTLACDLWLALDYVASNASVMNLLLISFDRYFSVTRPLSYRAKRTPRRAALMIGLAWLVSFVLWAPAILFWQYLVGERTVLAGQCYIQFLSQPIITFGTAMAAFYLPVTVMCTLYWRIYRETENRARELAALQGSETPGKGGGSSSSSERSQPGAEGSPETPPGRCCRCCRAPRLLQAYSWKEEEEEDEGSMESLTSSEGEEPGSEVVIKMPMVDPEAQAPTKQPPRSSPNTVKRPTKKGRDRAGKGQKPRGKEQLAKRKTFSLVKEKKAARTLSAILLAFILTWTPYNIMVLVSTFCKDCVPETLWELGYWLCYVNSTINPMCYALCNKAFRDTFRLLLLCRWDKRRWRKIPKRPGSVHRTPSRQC
# M1 ag: human M1 muscarinic receptor agonists, primary screen, Fluo-8 calcium fluorescence, CHO-K1 cells, HTS. Muscarinic acetylcholine receptor M1 (Homo sapiens), P11229. CHO-K1 hM1, agonist mode; 0% DMSO, 100% acetylcholine EC100. activation, % at 3 µM. 360,000 compounds, 0.33% hits. AID 588814, 2011;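 active means activation above the run's mean compound activation plus 3 SD, cut at about 16% in these data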;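 further: peak over basal fluorescence ratio within a 140 s kinetic read after compound addition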
# TAAR1 agonist: human TAAR1 agonists, primary screen, Fluo-8 calcium fluorescence, CHO RD-HGA16 cells; activation, % at 3 µM; Trace amine-associated receptor 1 (Homo sapiens), Q96RJ0; vehicle wells 0%, saturating PEA agonist 100%; 360,000 compounds, 0.99% hits;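 active means activation above the mean activation of all test compounds in the run plus 3 SD, cut at about 38% in these data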
#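 Assay system: CHO-derived RD-HGA16 cells with stable Gα16 and human TAAR1; timing: 17-24 h seeding, 75 min 37 °C dye, 30 min RT; read-out: % activation from peak over basal fluorescence ratio, DMSO-to-PEA scaled; measured by: kinetic Fluo-8 calcium fluorescence; benchmarks: low control DMSO, high control PEA (EC100); doses: 3 µM single concentration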
# M1 ag parental: counter-screen for M1 agonists: effect in parental CHO-K1 cells; Fluo-8 calcium fluorescence; scaled to maximal ATP response, vehicle zero; activation, % at 3 µM; 360,000 compounds, 0.48% hits; AID 602248, 2012; in the data active means activation above about 15%;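 further: untransfected CHO-K1 host cells lacking M1 receptor as counterscreen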
# CHRM1 PAM: human M1 muscarinic receptor positive allosteric modulators, primary screen, CHO-K1 cells, Fluo-8 calcium fluorescence, 1536-well | CHO-K1 hM1, ACh EC20; 0% = ACh EC20, 100% = maximal ACh | Muscarinic acetylcholine receptor M1 (Homo sapiens), P11229 | 360,000 compounds, 0.088% hits | activation, % at 3 µM; in the data active means activation above about 19%, passing the limit was not always enough
# CHO-K1 Ca antag: nonselective inhibitor or artifact in parental CHO-K1 cells | inhibition, % at 3 µM | 360,000 compounds, 0.6% hits | ATP-induced calcium, Fluo-8 fluorescence;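 active means inhibition above a per-plate cutoff, the plate's mean sample inhibition plus 3 SD, cut at about 24% in these data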;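 further: 0% = DMSO plus EC80 ATP and 100% = DMSO alone without ATP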
# Starred values were filed as active, the others as inactive; · = no result given.
SMILES,CHO parental Ca,TAAR1 antag,CHO-K1 Ca PAM,M1 antag,M1 ag,TAAR1 agonist,M1 ag parental,CHRM1 PAM,CHO-K1 Ca antag
O=C(N/C(=C\c1ccc(Cl)cc1)C(=O)N1CCOCC1)c1ccco1,-4,-14,0,-12,0,4,0.3,12,-4
Cc1cc(Br)ccc1NC(=O)CN(C)C(=O)c1cccc(S(=O)(=O)N2CCN(C)CC2)c1,·,-9,14,12,-8,11,1.6,-9,-12
COc1cccc2c(=O)n(CC(=O)Nc3ccccc3)ccc12,-5,-12,14,0,-3,3,-0.6,2,10
Cc1ccc2[nH]c3c(c2c1)CCCC3C(N)=O (stereo not given),-15,0,3,6,-2,0,-0.1,6,10
Cc1nc2ccccc2c(=O)n1-c1cccc(NC(=O)c2cccs2)c1,-13,-28,-14,28,-7,-1,-0.1,-12,10
Cc1cc(C)cc(N(C(=O)Cn2nnc3ccccc32)C(C(=O)NCc2ccco2)c2ccncc2)c1 (stereo not given),-22,-16,10,10,-3,2,0.0,-7,-12
Cc1nc(N2CCOCC2)nc(Oc2ccccc2F)c1[N+](=O)[O-],-10,-29,20,-12,-3,7,1.1,5,-4
O=C(CSc1nnc(CNC(=O)c2cccs2)o1)Nc1cccc(C(F)(F)F)c1,-12,6,18,-22,-1,12,3.2,0,-1
COC(=O)c1ccccc1NC(=O)COC(C)=O,-8,-2,16,-14,-4,21,0.6,2,-10
COc1ccc(S(=O)(=O)N2CCCC(C(=O)NCc3ccccn3)C2)cc1 (stereo not given),12,-7,6,-19,-5,18,0.2,6,-13
CN1C(=O)C(O)(CC(=O)c2cccs2)c2ccccc21 (stereo not given),-5,-15,6,0,-5,6,0.6,3,-10
CCc1ccc(/C=N/NC(=O)c2cc(C3CC3)nc3ccccc23)s1,-38,20,36,3,-1,0,1.7,4,-16
Cc1ccc(C)c(NC(=O)CSc2nnc(-c3ccccc3)n2N)c1,-34,0,23,-52,-3,-1,0.6,8,-18
Cc1oc2c(CN3CCCCC3)c(O)ccc2c(=O)c1-c1ccc(Br)cc1,-12,-5,-2,-5,-10,0,0.0,21,-7
C=CCn1c(C)csc1=Nc1ccc(C(C)=O)cc1,-6,6,-6,-6,-8,6,-0.4,0,15
CN(C)S(=O)(=O)c1cccc(NC(=O)c2cccc(S(=O)(=O)N3CCc4ccccc43)c2)c1,14,18,0,34*,-4,1,9.1,-19,1
O=C(CCC(=O)N1CCOc2ccc(Cl)cc21)NCCN1CCOCC1,1,-9,14,29,-2,0,-0.1,-13,-7
CSc1nc(C)nc(N/C=C(\C#N)S(=O)(=O)c2ccccc2Cl)n1,-7,-11,-13,-12,-1,0,0.6,3,-10
CCOc1ccc(-c2nc(CSCC(=O)NC3CCCc4ccccc43)c(C)o2)cc1 (stereo not given),-29,-3,18,-6,-7,13,6.8,8,-2
CNC(=S)N/N=C(\C)c1ccc(C(C)(C)C)cc1,-14,12,-5,-10,-4,1,0.0,9,-1
Cc1ccc(NC(=O)CN2CCN(C)CC2)cc1Br,·,-8,-5,1,-8,3,-0.4,0,14
O=C(C1CCCCC1)N(CCN1CCCC1)c1nc2ccccc2s1,-17,-16,2,-5,-3,2,0.5,0,-15
CC(C)C12CCC(C(=O)O)C(C1)C(=O)O2 (stereo not given),4,-14,8,4,-2,2,-0.1,-1,-9
CCCOc1ccc2c(CC)cc(=O)oc2c1C,-11,-13,17,-10,-7,1,-1.1,13,-7
CCCCNC(=O)c1ccc2nc(CC)c(N(C)Cc3cccs3)n2c1,·,16,-9,6,-6,1,3.2,-18,-1
CC1CCCC(NC(=O)COC(=O)COc2ccccc2Cl)C1C (stereo not given),-3,29,24,-9,1,3,1.8,10,-24
Cc1ccc(CNC(=O)COC(=O)c2cc(=O)[nH]c3ccccc23)cc1,-18,9,18,-7,-4,6,0.7,10,-14
Cc1nc2ccc(NC(=O)c3ccco3)cc2nc1C,-4,18,5,4,0,5,-0.1,2,-12
Cc1cccc(NC(=O)CSc2nnc(C)c(=O)n2N)c1,1,-8,17,-7,-4,0,1.4,7,-14
ClC(Cl)c1nnc(-c2ccccc2)c(-c2c[nH]c3ccccc23)n1,-3,-22,18,-6,-6,5,1.2,5,-4
CCOC(=O)CNC(=O)CSc1nc(-c2cccc(C)c2)ns1,-3,2,9,8,-7,0,2.0,-6,-11
CCN1C(=O)C(=O)N(CC(=O)c2[nH]c(C)c(C(C)=O)c2C)C1=O,-5,-10,-1,2,-3,2,0.3,1,-4
CN(C)c1cccc2c1c(NC(=O)c1ccc(F)cc1)nn2C,-14,-5,9,2,-3,12,0.6,2,-20
O=C(Nc1ccc(CN2CCS(=O)(=O)CC2)cc1)c1ccc(F)cc1,-2,-4,-15,-1,-1,1,0.0,-2,4
COc1ccc(OC)c(S(=O)(=O)n2ccnc2C(C)C)c1,-9,7,12,-24,3,1,3.4,25,-5
NS(=O)(=O)c1ccc(CCNC(=O)C2CCN(S(=O)(=O)c3c(Cl)cccc3Cl)CC2)cc1,-8,4,4,-19,-4,0,0.3,-1,-10
Clc1ccc(C(c2nnnn2C2CCCCC2)N(Cc2cccnc2)Cc2ccco2)cc1 (stereo not given),·,-12,-1,-9,-3,1,-0.3,4,-10
COc1ccc(C(C)=O)cc1COC(=O)CCNS(=O)(=O)c1ccc(C)c(C)c1,-4,8,-8,-21,0,4,6.1,6,-10
CC(=O)c1ccccc1NC(=O)CSc1nc2ccccc2c(=O)n1CCCN1CCOCC1,-12,1,-7,2,-3,1,0.0,-2,-1
Clc1ccc(CNc2ccc(CNc3ncn[nH]3)cc2)cc1,-9,9,24,-11,-5,2,0.6,9,-6
Cc1cc(/C=C(\C#N)C(=O)Nc2ccc(Cl)cc2)c(C)n1-c1ccc(N2CCOCC2)c([N+](=O)[O-])c1,-3,-9,16,-13,-3,2,0.9,11,-12
COc1ccc(C)cc1NC(=O)CNc1ccccc1CN(C)C1CCCCC1,-20,-20,9,51*,-8,0,-0.2,-26,5
COc1ccc(S(=O)(=O)N2C[C@H]3CON(C)[C@H]3C[C@H]2c2cccc(Br)c2)cc1,·,5,26,-12,-7,4,1.3,8,-23
CCc1nc2ccc(C(=O)NCCOc3ccc(OC)cc3)cn2c1N(C)C(=O)COc1ccccc1,·,-11,6,-1,-7,1,0.3,-2,1
O=C(Oc1ccc2c(c1)OCO2)c1ccncc1,9,-4,6,-22,1,11,2.5,3,-3
COC(=O)[C@H]1[C@@H](C)N(CCc2cc(OC)c(OC)c(OC)c2)C(=O)N[C@H]1c1ccccc1,-32,-4,8,0,-5,4,0.4,5,-15
CC(=O)N1N=C(c2ccc(C)cc2)OC1c1cccnc1 (stereo not given),1,-7,4,0,-5,-1,0.9,0,-10
CN1C(=O)CSC1=NCC12CC3CC(CC(C3)C1)C2,-7,-14,-6,2,3,19,0.4,8,-3
CC(=O)c1cccc(NC(=O)Nc2csc3c2CCCC3)c1,-8,25,-2,1,-1,20,6.7,4,5
COc1ccc(Cn2cccc(NC(=O)Nc3ccc(C#N)cc3)c2=O)cc1,4,38,8,-2,-1,9,1.2,1,1
O=c1c2ccccc2[nH]c(=S)n1CCCN1CCN(c2ccccc2)CC1,-12,-4,-12,-2,-6,4,0.9,5,3
Cc1nnc(SCC(=O)O)o1,11,7,16,-5,-8,0,0.6,15,1
CC(C)c1nc(C#N)c(N2CCOCC2)o1,-9,-7,16,2,-6,6,0.5,7,-5
CN1CCN(C(=O)c2ccc3c(=O)n4c(nc3c2)CCCCC4)CC1,3,-9,19,17,-5,8,0.7,-5,-8
O=C(N1CCOCC1)N1CCC(NC(=O)C23CC4CC(CC(C4)C2)C3)CC1,2,-19,21,13,-2,10,0.4,-5,-16
CC(C)c1ccc(CNC(=O)CCc2ccccc2)cc1,-16,-10,23,-2,-15,1,-0.1,9,-19
COc1cc(F)c(C2=CC(=O)CC(C)(C)C2)cc1F,-13,10,-6,7,-11,4,-0.5,-5,-7
CCOc1ccc2nc(NC(=O)c3ccoc3C)sc2c1,-18,-34,20,-9,-5,-1,-0.1,4,-5
CC1Cc2ccccc2N1C(=O)CSc1nnnn1-c1ccc2c(c1)OCCO2 (stereo not given),-10,23,21,6,-4,4,3.0,-1,-24
O=C(CCC(F)(F)F)N1CCC(CO)(CCc2ccccc2)CC1,-21,-8,-16,-10,-1,0,-0.1,-5,6
# (continued)
SMILES,CHO parental Ca,TAAR1 antag,CHO-K1 Ca PAM,M1 antag,M1 ag,TAAR1 agonist,M1 ag parental,CHRM1 PAM,CHO-K1 Ca antag
Cc1ccc(/C=N/NC(=O)CNC(=O)c2cccc([N+](=O)[O-])c2C)o1,5,4,7,-4,-4,0,0.1,3,-6
CCN1CCN(Cc2c(O)ccc3c(=O)c(-c4ccc(OC)c(OC)c4)c(C(F)(F)F)oc23)CC1,1,14,25,-4,-7,0,0.8,9,-14
O=Cc1cn(-c2ccccc2)nc1-c1ccc2c(c1)OCCO2,-11,23,12,0,-6,5,0.5,2,-2
CCC(C(=O)NCc1ccc(OC)cc1)n1nc(C)n2c(cc3occc32)c1=O (stereo not given),-28,-9,4,-6,-4,8,-0.2,4,-13
O=c1[nH]cnc2c1c(-c1ccccc1)cn2-c1ccc(Br)cc1,-27,18,22,-3,-2,0,1.7,10,-7
CC(CCc1ccccc1)NC(=O)c1ccc(Br)o1 (stereo not given),-26,-1,13,-2,-3,3,0.1,2,-13
CC(=O)c1ccc(N(CC(=O)NC2CCCC2)C(=O)c2csnn2)cc1,6,16,5,-11,0,4,1.1,11,-10
Cc1cccc(NC(=O)CSc2ccc(C(N)=O)cc2[N+](=O)[O-])c1C,-20,0,17,2,-8,2,1.3,1,8

# This is a random part of the collection; about 4.4% have a hit in one of these screens.
